HepG2 tox – qHTS for Inhibitors of TGF-b: Cytotox Counterscreen. HepG2 CAGA-GFP viability, ATP luminescence, 18 h. Potency, µM (series often up to 46.1 µM), inactives show top-dose activity change, negative = cytotoxicity, usual class: cytotoxic. hit rate 0.76% among 410,000. AID 588856, 2011; further: potency means the concentration at half of the fitted maximal effect; some results filed as inactive show a strong effect at the top dose
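CellTiter-Glo luminescence gave cytotoxicity after 18 hours at 37 degrees C. The cells were HepG2 CAGA-GFP in 1% FBS DMEM, stimulated with 500 pg/mL TGF-beta after compound addition. %Activity was normalised to no-cell wells (complete cell-killing) and DMSO (no toxicity), and curves were fitted and classified.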
Mm-Cpn inhibitor – Inhibitors of TCP-1 ring complex (TRiC) of Methanococcus maripaludis (MmCpn): qHTS; Potency, µM (highest dose often 76.9 µM), for inactives: at the highest dose activity, negative = inhibition, hits mostly inhibitors; hit rate 0.031% among 330,000; purified Mm-Cpn ATPase, ADP Transcreener TR-FRET; further: potency means the concentration at half of the fitted maximal effect; on the % scale 0 is the no-effect control and ±100 the full control effect; nearly all actives have a fitted effect of over 80% in size
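ATP (10 uM final) was added to archaeal chaperonin (25 nM final) after 10 min exposure to test compound at 37°C; after 30 min further incubation, ADP was detected by competitive TR-FRET.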
A549 tox – Nrf2 qHTS screen for inhibitors: counterscreen for cytotoxicity; A549 ARE-Fluc cells, CellTiter-Fluor viability, 18-24 h; Potency, µM (series often up to 46 µM), for inactives: at the top dose activity change, negative = cytotoxicity, most hits filed as inhibitors; hit rate 0.16% among 390,000; AID 504648, 2011; further: potency means the concentration at half of the fitted maximal effect; on the % scale 0 is the no-effect control and ±100 the full control effect
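A549 ARE_Fluc cells in 5% FBS OPTI-MEM were exposed to compounds in concentration-response for 18-24 h at 37 deg C. Viability was read by CellTiter-Fluor fluorescence (Ex 405/Em 525) after 30 min, before the luciferase read.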
TGFb SMAD3 inh – qHTS for Inhibitors of TGF-b; Potency, µM (doses to about 46.1 µM), without a hit: at the top dose activity, negative = inhibition, most hits filed as inhibitors; AID 588855, 2011; hit rate 1.2% among 410,000; HepG2 CAGA-GFP TGF-b/SMAD3 reporter, GFP fluorescence, 18 h; TGF-beta stimulated, 500 pg/mL final; further: potency means the concentration at half of the fitted maximal effect; on the % scale 0 is the no-effect control and ±100 the full control effect; nearly all actives have a fitted effect of over 65% in size
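Per well, imaged GFP fluorescence of HEPG2 CAGA-GFP cells gives the signal; cells get compound, then TGF-beta (500 pg/mL final), 18 h at 37 degrees C; %Activity versus -TGF-beta and +DMSO controls.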
pAkt inh – HTS Assay for Inhibitors of Akt Phophorylation: Primary Screen; Neuro2A IGF-stimulated pAkt S473 HTRF, 20 min; active compounds read low; activity change, % for hits at 50 µM; hit rate 0.32% among 360,000; AID 651550, 2012; in the data active means activity change below about -80%; inconclusive means mostly about -51% to -80%; further: on the % scale 0 is the no-effect control and ±100 the full control effect
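Neuro2A cells (4,500/well, DMEM with 0.5% FBS) were treated with compound at a single 50 µM final concentration, stimulated with 6 nM IGF for 20 min at 37 °C, and lysed. Phospho-Akt Ser473 was read by HTRF as 665/615 ratio ×10^4.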
Nrf2 block – Nrf2 qHTS screen for inhibitors; AID 504444, 2011; Potency, µM (titrated, usually from 46 µM), for the others: at the highest dose activity change, negative = inhibition, actives largely listed as inhibitors; A549 ARE-Fluc reporter, luciferase luminescence, 18-24 h; hit rate 2.1% among 360,000; further: potency means the concentration at half of the fitted maximal effect; on the % scale 0 is the no-effect control and ±100 the full control effect; nearly all actives have a fitted effect of over 60% in size
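In this cell-based qHTS, ARE-driven firefly luciferase in A549 cells reports Nrf2 activity; the luminescent signal after BugLite lysis is the measured value, with a prior CellTiter-Fluor read for cell health.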
Abeta rescue – qHTS for compounds that reverse cellular toxicity of Amyloid beta (A-beta) peptide in yeast: Primary Screen. yeast expressing A-beta42, growth rescue, OD600, 48 h; response scale: 0% DMSO, 100% iron-clioquinol control. Potency, µM (highest dose often 46.1 µM), without a hit: at the top dose growth rescue, hits mostly activators. hit rate 0.063% among 410,000. AID 1347071, 2019; further: potency means the concentration at half of the fitted maximal effect; nearly all actives have a fitted effect of over 55% in size
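Yeast growth medium received pinned compounds, then yeast cells expressing toxic A-beta were added; plates incubated at 30 C for 48 hr. Growth read as absorbance at 600 nm, normalized to DMSO and equimolar FeCl3 plus clioquinol controls.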
Nrf2 ARE act – qHTS of Nrf2 Activators. AREc32 ARE-luciferase reporter (MCF7-derived line), luminescence, 24 h. Potency, µM (titrated, usually from 46.1 µM), inactives show at the highest dose activation, usual class: activators. hit rate 0.31% among 410,000; further: potency means the concentration at half of the fitted maximal effect; % of control where 0% means no effect; nearly all actives have a fitted effect of over 65% in size
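Each well held 1000 AREc32 cells, which were incubated with compound for 24 hr at 37 deg C after overnight attachment, and ARE reporter activity was quantified by firefly luciferase luminescence.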
CCT chaperon mod – High-Throughput Screening for Modulators of Cytosolic Chaperonin Activity | purified chaperonin ATPase assay, HTRF ADP detection, 30 min | activity change, % (test concentration not listed), hits read low | hit rate 0.3% among 360,000; in the data active means activity change below about -30%; further: on the % scale 0 is the no-effect control and ±100 the full control effect
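We incubate TRiC, 40 or 20 nM final, with library compounds at 76 uM and 10 uM ATP for 30 min at 37 °C. ADP formed is detected with Transcreener HTRF reagents after 30 min at room temperature.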
Active calls of the source: *; i = inactive; u = inconclusive; x = no result given; [ ] = dose if it differs, or a comment. Unless noted, the call rests on the fitted dose curve; in most records, active means well fitted curve in the direction sought with a large enough effect; inconclusive means small, poorly fitted or top-dose-only effect, or another doubt; inactive means no such curve, though single readings can be large; an effect the other way counts as inactive or inconclusive.

no.	Compound	HepG2 tox	Mm-Cpn inhibitor	A549 tox	TGFb SMAD3 inh	pAkt inh	Nrf2 block	Abeta rescue	Nrf2 ARE act	CCT chaperon mod
1	COc1ccc(Cc2nnc(NC(=O)CS(=O)(=O)c3ccc(C)cc3)s2)cc1OC	4%	-8%	-2%	7%	i	-12%	-14%	-0.2%	-1.0
2	COc1ccccc1NC(=S)NNC(=O)c1nn(C)cc1Cl	-14%	-1%	-4%	-19%	i	8%	25%	0.0%	-1.9
3	Cc1cc(-c2sccc2C)nc(-n2cccc2)n1	-13%	-1%	-5%	6%	i	10%	-11%	5.6µM*	-5.1
4	O=C1N=C(N2CCCCC2)S/C1=C/C1=Cc2ccccc2OC1	5%	-1%	-5%	2%	i	u	-4%	3.2%	-1.2
5	COCCN(C(=O)CSc1nc(-c2ccccc2)cn1N)c1c(N)n(Cc2ccccc2)c(=O)[nH]c1=O	3%	1%	-3%	u	i	5%	-8%	-0.2%	-0.2
6	CCCn1nc(NS(=O)(=O)c2cccc3nonc23)c2cc3cccc(C)c3nc21	-47%	-2%	0%	u	i	2%	x	3.3%	1.2
7	O=C(C1CCN(C2CC(=O)N(c3cccc(Cl)c3)C2=O)CC1)N1CCCC1 (centres undefined)	-1%	0%	9%	u	i	x	-93%[inhibitor]	-0.2%	-0.2
8	O=C(NCCc1ccc(Cl)cc1)c1ccc2c(c1)N(Cc1ccc(Cl)cc1)C(=O)CS2	-5%	x	-29%	u	x	-10%[9.27 µM]	2%	-0.1%	x
9	Cc1ccc(OCCC(=O)OCC(=O)NC2CCCC2)cc1	-28%	1%	1%	25%	i	u	-10%	0.2%	-4.0
10	CN(c1cccc(Cl)c1)S(=O)(=O)c1cccc(C(=O)NCc2ccncc2)c1	-32%	2%	25%	-23%	i	u	-19%	2.7%	-1.1
11	Cc1ccc2c(c1)c1c(n2CC2COC(C)(C)O2)C(=O)CCC1 (centres undefined)	-6%	-7%	3%	-3%	i	5%	5%	-0.6%	-1.7
12	COc1ccc(C(=O)N2CCCCC2)cc1S(=O)(=O)Nc1cccc(C(=O)O)c1	-29%	0%	13%	1%	i	5%	-6%	-0.4%	-1.1
13	COc1cccc(/C=N/NC(=O)Cn2cnc3c2c(=O)n(C)c(=O)n3C)c1	2%	-8%	-4%	5%	i	-3%	11%	-0.6%	1.3
14	NC(=O)Nc1ccc(C(=O)OCC(=O)N2CCCC2=O)cc1	1%	-19%	-1%	6%	i	6%	12%	-0.6%	-1.7
15	Cc1c(C(=O)O)oc2ccc(S(=O)(=O)NC3CCCCCCC3)cc12	-1%	1%	0%	0%	i	2%	24%	-0.8%	-0.1
16	CC(=O)c1cccc(NC(=O)CSc2nnc(C(C)N(C)C)n2Cc2ccccc2)c1 (centres undefined)	1%	0%	1%	-1%	i	-3%	10%	0.2%	0.6
17	CCCCSCCCNC(=O)c1cn(CC)c2ccc(S(=O)(=O)N(C)C3CCCCC3)cc2c1=O	-3%	x	-9%	2%	x	u	-5%	-0.3%	x
18	CCCC1CC(CSC(=N)N)OC1=O (centres undefined)	-2%	-1%	-10%	-17%	i	x	13%	2.9%	0.4
19	CC(=O)Nc1cccc(NC(=O)CSc2ccc(-c3sc(-c4ccccc4)nc3C)nn2)c1	-26%	x	-13%	u	x	u	-13%	14%	x
20	COc1cc(SC)ccc1C(=O)NCCOc1ccc(C)c(C)c1	-7%	-1%	0%	5%	i	-25%	0%	0.2%	-1.5
21	O=C(NCc1ccc(Cl)cc1)C1CCN(S(=O)(=O)c2cccs2)CC1	1%	0%	-1%	-15%	i	-4%	6%	0.0%	0.7
22	N=c1c(C(=O)NCc2ccco2)cc2c(=O)n3ccccc3nc2n1Cc1ccccc1	-13%	-1%	-12%	-4%	i	x	23%	7.5%	-1.9
23	CCOC(=O)C1CCCN(C(=O)c2cc(-c3ccccc3)nc3ccccc23)C1 (centres undefined)	2%	-1%	3%	-6%	i	3%	4%	0.3%	-2.6
24	CN(Cc1ccccc1N1CCCC1)C(=O)c1cc2ccccc2o1	0%	-5%	-2%	10%	i	-18%	-11%	4.2%	-1.9
25	O=C(/C=C\c1ccco1)NC(=S)Nc1ccccc1O	-20%	-1%	-1%	-15%	i	10%	u	7.1µM*	-3.0
26	Cc1ccccc1OCCC(=O)OCC(=O)Nc1c(C)nn(-c2ccccc2)c1C	2%	-3%	8%	-2%	i	-3%	1%	-0.1%	-0.3
27	Cc1cc(C)cc(NC(=O)Nc2cc(-c3ccccc3)nn2C)c1	11%	4%	-12%	-14%	i	u	7%	4.7%	-1.3
28	CN(C(=O)c1cccc(NC(=O)Cc2ccc(NC(=O)C3CCN(C(=O)C4CCCCC4)CC3)cc2)c1)C1CC1	-20%	x	3%	4%	i	7%	6%	0.0%	0.8
29	COc1ccccc1NC(=O)CCNS(=O)(=O)c1ccc2[nH]c(=O)oc2c1	1%	1%	0%	10%	i	9%	12%	-0.5%	-1.5
30	COc1cc(C(=O)NCC(c2ccco2)N(C)C)cc(OC)c1OC (centres undefined)	-2%	3%	-12%	-15%	i	u	12%	3.8%	-0.7
31	Cc1ccnc(N2CCC(C(=O)NC3CCCCCC3)CC2)n1	-14%	-23%	-1%	-21%	i	11%	0%	-0.5%	-2.3
32	COCCN1Cc2cccc(C(=O)NCc3ccccc3OC)c2C1=O	3%	2%	-1%	2%	i	16%	-3%	0.1%	1.1
33	O=C(CCC1CCCN(C(=O)c2ccc3cc[nH]c3c2)C1)N1CCN(c2ccccn2)CC1 (centres undefined)	-23%	2%	4%	-6%	i	-14%	-2%	2.4%	-1.0
34	CC(C)n1cnc2c(NCc3ccccc3)nc(NCc3ccccc3)nc21	-49%	-1%	7%	u	i	-20%	4%	2.6%	-1.1
35	Cc1ccc(NC(=O)Cn2c(=O)n(CCC(=O)NCc3ccccc3Cl)c(=O)c3ccccc32)c(C)c1	-7%	x	2%	0%	x	-9%	-21%	-0.7%	x
36	Cc1cccn2c(=O)c3cc(C(=O)N(C)C)n(C)c3nc12	-32%	-2%	-1%	-10%	i	-13%	0%	0.9%	-0.9
37	COC(=O)[C@@]1(C)[C@H]2C(=O)N(Cc3ccccc3)C(=O)[C@H]2[C@H]2CN=C(SCc3ccc(C)cc3)N21	9%	3%	-2%	-17%	i	-3%	5%	-0.4%	-1.8
38	COc1ccc(-c2cc(C(=O)NCc3ccc(F)cc3)c3c(-c4ccc(F)cc4)[nH]nc3n2)cc1OC	-52%	x	u	u	x	x	-3%	0.6%	x
39	OC(c1ccc(Cl)c(F)c1)c1ncc(-c2ccccc2Cl)[nH]1 (centres undefined)	-45%	x	x	u	i	x	-2%	-0.1%	1.6
40	O=C(COc1ccccc1)Nc1ccncc1Cl	1%	-1%	1%	1%	i	11%	-8%	-0.2%	1.8

Just TGFb SMAD3 inh, Mm-Cpn inhibitor and pAkt inh, for some of the entries so far:
cpd | molecule | TGFb SMAD3 inh | Mm-Cpn inhibitor | pAkt inh
36 | Cc1cccn2c(=O)c3cc(C(=O)N(C)C)n(C)c3nc12 | -10% | -2% | i
37 | COC(=O)[C@@]1(C)[C@H]2C(=O)N(Cc3ccccc3)C(=O)[C@H]2[C@H]2CN=C(SCc3ccc(C)cc3)N21 | -17% | 3% | i
38 | COc1ccc(-c2cc(C(=O)NCc3ccc(F)cc3)c3c(-c4ccc(F)cc4)[nH]nc3n2)cc1OC | u | x | x

The listing continues:
no.	Compound	HepG2 tox	Mm-Cpn inhibitor	A549 tox	TGFb SMAD3 inh	pAkt inh	Nrf2 block	Abeta rescue	Nrf2 ARE act	CCT chaperon mod
41	CC(=O)c1ccc(OCCCC(=O)NCCc2ccc(C(F)(F)F)cc2)cc1	-17%	0%	2%	-12%	i	0%	9%	4.3%	-1.8
42	COc1cc(/C=C2\C(=O)ON=C2c2ccccc2)cc(OC)c1OC	0%	0%	0%	-9%	i	0%	-19%	-0.5%	-5.1
43	O=S(=O)(Nc1ccc(-c2ccccc2)cc1)c1ccccc1	-47%	x	1%	u	i	-2%	11%	5.4%	0.7
44	O=C(CCl)N1CCN(S(=O)(=O)c2ccc3ccccc3c2)CC1	i	0%	-2%	u	i	5%	-7%	-0.9%	-0.1
45	O=C(CC1C(=O)NCCN1Cc1c(F)cccc1Cl)NCCCOc1cccnc1 (centres undefined)	-11%	0%	4%	-3%	i	-11%	5%	-0.4%	-2.6
46	Nc1nccc(-c2cccs2)n1	4%	-3%	-5%	-4%	i	0%	9%	-0.7%	1.6
47	O=C(NC1CC2CCCC(C1)N2Cc1ccccc1)c1ccc([N+](=O)[O-])cc1 (centres undefined)	-14%	2%	-5%	-19%	i	5%	7%	-1.0%	0.7
48	CN(C)S(=O)(=O)c1cccc(NC(=O)COC(=O)/C=C/c2ccc(Br)o2)c1	-5%	-3%	2%	-4%	i	1%	5%	0.3%	-1.7
49	O=C(NC12CC3CC(CC(C3)C1)C2)c1ccc(=O)oc1	4%	-5%	-15%	u	i	1%	-4%	-0.6%	-3.3
